Source: PubChem BioAssay
ASM inhibitor – blocks human secretory acid sphingomyelinase; placental ASM, HMU-PC fluorogenic substrate, 60 min; hit rate 0.006% among 340,000; Potency, µM (top dose mostly 57.5 µM), inactives show at the highest dose activity change, negative = inhibition, hits mostly inhibitors; P17405; active = well fitted inhibition curve with a large enough effect; inconclusive = small, poorly fitted or top-dose-only effect; inactive = no such curve, though single readings can be large or run the other way; note: potency is the fitted concentration of half-maximal effect
Target sequence (P17405 47-631 limits assumed): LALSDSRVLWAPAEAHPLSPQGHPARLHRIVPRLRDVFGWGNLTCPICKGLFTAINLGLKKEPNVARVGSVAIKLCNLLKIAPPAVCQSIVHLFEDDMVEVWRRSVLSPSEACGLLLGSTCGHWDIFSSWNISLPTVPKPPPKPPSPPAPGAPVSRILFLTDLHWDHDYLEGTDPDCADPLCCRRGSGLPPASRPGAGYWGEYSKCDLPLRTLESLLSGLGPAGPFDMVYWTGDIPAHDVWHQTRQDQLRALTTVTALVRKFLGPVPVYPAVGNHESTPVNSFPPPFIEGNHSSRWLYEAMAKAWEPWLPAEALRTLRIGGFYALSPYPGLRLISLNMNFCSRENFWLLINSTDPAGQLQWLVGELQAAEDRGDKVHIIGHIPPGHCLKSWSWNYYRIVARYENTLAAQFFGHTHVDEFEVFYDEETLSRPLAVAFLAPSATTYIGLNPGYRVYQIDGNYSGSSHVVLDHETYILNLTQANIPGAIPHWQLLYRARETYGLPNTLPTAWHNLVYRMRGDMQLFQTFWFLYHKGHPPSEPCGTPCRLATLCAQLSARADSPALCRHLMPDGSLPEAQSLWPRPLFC
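Fluorogenic HMU-PC substrate (9 uM final) is turned over by placental ASM in 60 min at 37 C after a 10 min compound preincubation. Reaction ended by alkaline stop (pH 10), with fluorescence read at 386/447 nm.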
hERG WT inh – KCNH2 (human, wildtype) channel inhibition; Q12809; activity change, % at 1.84 µM; hit rate 0.37% among 340,000; U2OS, BacMam KCNH2, thallium flux FluxOr; active compounds read low;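 active = maximum activity change below -70%; inconclusive = maximum activity change between -70% and -50%; inactive = maximum activity change above -50%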; note: % is set by controls: 0 for no effect and ±100 for the full control effect
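U2OS cells transduced with wild-type KCNH2 virus are loaded with FluxOr dye for 45 min, and thallium flux is measured in kinetic reads before and after stimulation buffer. Rate constants are normalized to DMSO controls.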
Active calls of the source: *; i = inactive; ? = inconclusive; · = not tested or not shown; [ ] = remark or other dose. This is a subset. The share of hits here may be higher or lower than overall.

SMILES | ASM inhibitor | hERG WT inh
CCCC(=O)NC(=S)Nc1ccc(S(=O)(=O)N2CCc3ccccc32)cc1 | -8% | 1
CC(=O)OC1CCC2(C)C(CCC3C2CC(OC(C)=O)C2(C)C3C[C@@H]3O[C@]4(CC[C@@H](C)CO4)[C@@H](C)C32)C1 (stereo not given in full) | -1% | -7
Nc1nc2ccc(Br)cc2o1 | -7% | 0
O=C(c1ccc(Cl)c(S(=O)(=O)N2CCCC2)c1)N1CCN(Cc2ccccc2)CC1 | 1% | -1
COC1=C(NCc2ccc3c(c2)OCO3)C(=O)C(OC)=C(NCc2ccc3c(c2)OCO3)C1=O | 3% | -2
COc1ccc(C)cc1NC(=O)C1CC1c1ccccc1 (stereo not given) | -2% | 2
O=C1C=CC(=O)N1c1ccc(Nc2ccccc2)cc1 | 0% | -2
O=C(O)c1ccc([N+](=O)[O-])cc1 | -2% | 3
CC1=CC(=O)Nc2cncnc2N1 | 15% | 0
C=CCOC1COC2C(OCC=C)COC12 (stereo not given) | 3% | -1
CCC(=O)c1ccc(OCC(=O)OCC(=O)Nc2cccc(S(=O)(=O)N3CCOCC3)c2)cc1 | -4% | -16
CC1(C)CC(=O)C=C(c2cccs2)C1 | 64% | 0
CC(C)[C@H](NC(=O)c1cccc(S(=O)(=O)N2CCOCC2)c1)C(=O)OCC(=O)Nc1cccc(Br)c1 | -11% | -5
CC(C)Oc1ccc(S(=O)(=O)N2CCOCC2)cc1NC(=O)c1cccc(S(=O)(=O)N2CCCC2)c1 | -4% | 8
CCOC(=O)C1C(=O)C(=O)N(Cc2ccccc2)C1C(=O)OCC (stereo not given) | 4% | -13
CN(C(=O)c1cccc(NC(=O)Cc2ccc(NC(=O)C3CCCN(S(=O)(=O)c4cccc([N+](=O)[O-])c4)C3)cc2)c1)C1CCCCC1 (stereo not given) | -2% | 29
CSc1nc(O)c(C(c2ccccc2Cl)c2c(O)nc(SC)[nH]c2=O)c(=O)[nH]1 | 0% | -1
CC(=O)OCC1OC(n2c(-c3ccc(Cl)cc3)ccc(C#N)c2=S)C(OC(C)=O)C(OC(C)=O)C1OC(C)=O (stereo not given) | -1% | -12
CCc1nc(SCC(=O)Nc2ccc(N(CC)CC)cc2)n[nH]1 | -2% | 6
CN(CCc1ccccc1)C(=O)c1cccc(NC(=O)Cc2cccc(NC(=O)C3CCN(C(=O)c4ccccc4)CC3)c2)c1 | -3% | 18
N/C(=N\OC(=O)c1ccccc1)C(Cc1ccccc1)C(=O)NOC(=O)c1ccccc1 (stereo not given) | -2% | 0
Cc1nc(Cl)sc1C(=O)Nc1ccc(F)cc1 | -2% | -7
CNC(=O)c1c(NC(=O)c2ccc(N3C(=O)CCC3=O)cc2)sc2c1CCC(C)C2 (stereo not given) | 1% | -1
O=C(Nc1cccc(Cl)c1Cl)C1CCCC1 | -1% | -2
CC(=O)OCCc1c2ccccc2c(CCCN(C)C)c2ccccc12 | 377%[activator] | 7
COc1ccc(N2CCN(C(=O)COC(=O)[C@@H](NC(=O)OCc3ccccc3)C(C)C)CC2)cc1 | -2% | 28
C=CC[C@@]12C=C(OC)C(=O)C(OC)=C1O[C@H](c1ccc3c(c1)OCO3)[C@H]2C | 1% | 5
COCCCn1c(C(=O)N2CCOCC2)cc2c(=O)n3cccc(C)c3nc21 | i | -2
C=CCNc1cccc(Br)c1 | 2% | -18
COc1ccc(OC)c(/C=N/n2c(C)nc3ccccc3c2=O)c1 | 12% | 0
O=C(NC(=S)Nc1ccc(N2CCCCC2)c(Cl)c1)c1cccs1 | -7% | -4
CC(C)C[C@@H](CN1CCCC1CN1C(=S)NC[C@@H]1Cc1ccc(O)cc1)N1C[C@H](Cc2ccccc2)N(CC2CCCCCC2)C1=S (stereo not given in full) | -23% | -7
C=C(CCO)C1=CCN(S(=O)(=O)C(C)(C)C)[C@H]1CCO | 4% | -3
CC(=O)c1cccc(OC(=O)Oc2cccc(C(C)=O)c2)c1 | 3% | -4
COC(=O)c1nc[nH]c1[N+](=O)[O-] | 4% | -1
CCOc1ccccc1C(=O)NCCCCNC(=O)c1ccccc1OCC | 1% | 0
NC(=O)NN=C(C1CC1)C1CC1 | 2% | 3
CC(=O)C(=Nc1cccc(Cl)c1)NNc1ccccc1C | -25% | -3
CCOC(=O)c1sc(NC(=O)CSc2nc(-c3ccco3)cc(C(F)(F)F)n2)c(C(=O)OCC)c1C | -4% | -10
O=[N+]([O-])c1cc(-c2csc(NCCc3nc4cc(Cl)c(Cl)cc4n3CCCO)n2)ccc1Cl | -13% | 2

Ordered by molecular weight (ascending): some entries from above
SMILES | ASM inhibitor | hERG WT inh
NC(=O)NN=C(C1CC1)C1CC1 | 2% | 3
COC(=O)c1nc[nH]c1[N+](=O)[O-] | 4% | -1
C=CCNc1cccc(Br)c1 | 2% | -18
CC(=O)c1cccc(OC(=O)Oc2cccc(C(C)=O)c2)c1 | 3% | -4
CC(=O)C(=Nc1cccc(Cl)c1)NNc1ccccc1C | -25% | -3
COc1ccc(OC)c(/C=N/n2c(C)nc3ccccc3c2=O)c1 | 12% | 0
CC(=O)OCCc1c2ccccc2c(CCCN(C)C)c2ccccc12 | 377%[activator] | 7
C=CC[C@@]12C=C(OC)C(=O)C(OC)=C1O[C@H](c1ccc3c(c1)OCO3)[C@H]2C | 1% | 5
O=C(NC(=S)Nc1ccc(N2CCCCC2)c(Cl)c1)c1cccs1 | -7% | -4
CCOc1ccccc1C(=O)NCCCCNC(=O)c1ccccc1OCC | 1% | 0
COc1ccc(N2CCN(C(=O)COC(=O)[C@@H](NC(=O)OCc3ccccc3)C(C)C)CC2)cc1 | -2% | 28
O=[N+]([O-])c1cc(-c2csc(NCCc3nc4cc(Cl)c(Cl)cc4n3CCCO)n2)ccc1Cl | -13% | 2
CCOC(=O)c1sc(NC(=O)CSc2nc(-c3ccco3)cc(C(F)(F)F)n2)c(C(=O)OCC)c1C | -4% | -10
CC(C)C[C@@H](CN1CCCC1CN1C(=S)NC[C@@H]1Cc1ccc(O)cc1)N1C[C@H](Cc2ccccc2)N(CC2CCCCCC2)C1=S (stereo not given in full) | -23% | -7

Remaining list, next part
SMILES | ASM inhibitor | hERG WT inh
Cc1nnc(NC(=O)CSc2nnc(CNC(=O)c3ccccc3F)n2C(C)C)s1 | -8% | -4
COc1cc2oc3ccc(C#Cc4ccccn4)cc3c(=O)c2cc1OC | 122%[activator] | 3
ClC1(CNc2ccccc2)CCN(Cc2ccccc2)CC1 | 2% | 10
O=c1[nH]c2c(c(=O)[nH]1)OCN(Cc1ccccc1)C2 | 1% | -6
O=C(Nc1ccc(C(=O)N2CCCC2)cc1)C1CCCC1 | 8% | -1
Cc1cc(-c2ccccc2)cc(=O)[nH]1 | -2% | -17
CC12C(=O)N(c3nccs3)C(=O)C1(C)C1CCC2O1 (stereo not given) | 10% | 2
N#Cc1c(/N=C/c2cc(Br)cs2)sc2c1CCC2 | 2% | -7
Cc1cc2oc3ccc(NCCCn4ccnc4)cc3c(=O)c2cc1C | -11% | 1
C=C1C(=O)C2=CC1CCC(=O)C1(C)CCC(OC(C)=O)C(C)(C)C1CC2O (stereo not given) | 6% | -8
O=C(Nc1ccc(C(=O)N2CCCC2)cc1)c1cccc(C(F)(F)F)c1 | -1% | -1
CCCCC(=O)Nc1cc(OC)c(NC(=S)Nc2ccc(OC)cc2)cc1OC | -16% | -4
NS(=O)(=O)c1cnccc1Nc1cccc(F)c1 | 4% | -6
COc1cc(OC)c2c3c(c(C4CCCCC4)nc2c1)CCC3 | -6% | 18
Cc1cc(C)c(C)c(S(=O)(=O)Nc2cccnc2)c1C | 11% | 2
c1csc(-c2nn3c(C4CCCCC4)nnc3s2)c1 | -1% | -13
COc1ccc(C(=O)N(C)Cc2ccc(OC)c(OC)c2OC)cc1S(=O)(=O)N1CCOCC1 | -1% | -2
Cc1ccc(C(=O)OCC(=O)c2ccc(Br)cc2)cc1S(=O)(=O)N1CCOCC1 | -2% | 42
O=C(CS(=O)(=O)c1ccccc1)Nc1ccccc1Br | -5% | -6
O=C1c2cc(O)cc(O)c2C(=O)c2c1cc(O)c([C@@H](CO)CCO)c2O | -4% | -1
CCN1C(=O)[C@H]2[C@@H](c3ccc(C)cc3)N3C(=O)N(c4cccc(Br)c4)C(=O)[C@@]3(C)[C@H]2C1=O | -10% | -12
CCN(CC)CCNc1ccc(Cl)cc1[N+](=O)[O-] | ? | 37
O=c1[nH]c2ccc([N+](=O)[O-])cc2[nH]1 | 1% | -7
Cc1ccc(Nc2nnc(SCC(O)=C(C#N)c3nc4ccccc4[nH]3)s2)c(C)c1 | 12% | -1
O=C1CCC[C@@H]2[C@H](Cc3ccccc3)[C@@H](O)C[C@@H]3CCN1[C@@H]32 | 6% | 4
COc1ccc(C(=O)NCCCc2ccccc2)cc1 | -2% | 6
CN(N=C(c1ccccc1)c1ccccc1)c1ccccc1 | -16% | 7
COc1ccccc1C(C(C(=O)c1ccccc1)N1CCOCC1)N1CCOCC1 (stereo not given) | 0% | 1
Cc1c(N)cc2c(c1N)C(C)(C)CC2(C)C | 4% | 5
Cc1occc1C(=O)Nc1ccccc1NC(=O)c1ccoc1C | 2% | 1
Oc1cc(CNCc2ccccc2)c(O)cc1CNCc1ccccc1 | 2% | -6
CCOC(=O)c1cocc1C(=O)O | 4% | -15
O=P(NCc1ccccc1)(OCc1ccccc1)OCc1ccccc1 | 1% | -27
COc1ccc(C=O)c(OCc2cn(CC(=O)c3ccc(O)cc3)nn2)c1 | 0% | 6
Cc1cccc(Nc2c(O)nc[nH]c2=O)c1 | -1% | -2
Cc1ccc(C(c2nnnn2C2CCCC2)N2CCN(c3nc4ccccc4s3)CC2)cc1 (stereo not given) | -6% | -8
O=C(NCCc1ccccc1)C1CCCN1S(=O)(=O)c1ccc(F)cc1 (stereo not given) | 6% | 17
O=C(NC1CC1)C1=C[C@@H](c2ccc(C(F)(F)F)cc2)C[C@@H](OCc2ccc(CO)cc2)O1 | -7% | 3
Cc1ccc(C(=O)Nc2cccc(C(O)c3ccccc3)c2)cc1 (stereo not given) | 0% | -2
CC(Nc1nc(-c2ccc(F)cc2)cs1)c1nc2cc(Cl)c(N3CCCCC3)cc2n1CCOCCO (stereo not given) | -17% | -8

Quoted from the results shown, 2 compounds:
SMILES | ASM inhibitor | hERG WT inh
O=C(O)c1ccc([N+](=O)[O-])cc1 | -2% | 3
CC1=CC(=O)Nc2cncnc2N1 | 15% | 0

(list continues)
SMILES | ASM inhibitor | hERG WT inh
COC(=O)CCC(=O)Nc1nc(-c2ccccc2)cs1 | -3% | -8
N#CC(=C(O)COC(=O)c1ccc2c(c1)OCCO2)c1nc2ccccc2[nH]1 | -5% | 6
Cn1cc(C(=O)N/N=C/C2=C(N3CCOCC3)C(=C/c3ccc([N+](=O)[O-])cc3)/CC2)ccc1=O | -2% | -2
O=C(NNC(=O)c1ccc(-c2ccccc2)cc1)Nc1ccccc1 | 4% | 2
CN1CCC(=C(c2ccccc2)c2ccc(Br)cc2)CC1 | 1% | -37
Oc1cccnc1Sc1cccc(C(F)(F)F)c1 | -1% | 3
Cc1ccccc1-c1cc2nc(C)c(Cl)c(=O)n2[nH]1 | 1% | -14
CC(C)(CNC(=O)c1cccc(S(=O)(=O)Nc2ccc(SC(F)F)cc2)c1)N1CCOCC1 | -1% | 0
CN1CCN(CCOCCOc2c(Cl)cc(Cl)cc2Cl)CC1 | 5% | 11
CC(=NN=C(C)c1ccc(O)cc1)c1ccc(O)cc1 | 1% | ·
OC(Cc1ccnc2ccccc12)C(Cl)(Cl)Cl (stereo not given) | 16% | -3
OCC(CO)c1cnnc2ccccc12 | 5% | -2
Oc1ccccc1C=NNc1nc2ccccc2s1 | 67%[activator] | -1
Cc1ccc(Sc2ncccc2C(N)=O)cc1 | -1% | 1
CCN1CCN(c2ncc(C(=O)N3CCN(c4ccccc4OC)CC3)c3ccccc23)CC1 | 0% | 8
COc1ccc(Nc2nccc3c2ncn3C)cc1 | 1% | 0
CC(=O)c1sc(Nc2cccc3ccccc23)nc1C | 10% | -7
Cc1nc(Nc2ccccc2C)c2cnn(C)c2n1 | 11% | 2
C=CCOc1ccc2c3c(c(=O)oc2c1)CCCC3 | 4% | -7
N#CC(OC(=O)c1ccccc1)c1cccc([N+](=O)[O-])c1 (stereo not given) | -3% | 2
Cc1ccc2c(c1)S(=O)(=O)c1ccc3ccccc3c1N2 | 13% | 5
CC(C)C(=NO)c1ccccc1 | 6% | 11
Cc1cccc(C(=O)N[C@@H]2c3ccccc3C[C@@H]2O)n1 | 0% | 4
CN(C)c1ccc(C=C2SC(=S)NC2=O)cc1 | -1% | -14
O=C(CCc1ccccc1Cl)Nc1cc(S(=O)(=O)N2CCOCC2)ccc1N1CCCC1 | 0% | -6
O=C(CSc1ccc2nnc(-c3cccs3)n2n1)N1CCOCC1 | 2% | 3
COc1ccc(CCN2CC(C(=O)OCC(=O)NCc3ccccc3Cl)CC2=O)cc1OC (stereo not given) | 2% | 2
O=C(CCN1CCC2CCC(C2)C1)c1ccc(F)cc1 (stereo not given) | 2% | 4
C#CCOCCOCCOCCNc1nc(N2CCOCC2)nc(N2CCN(C(=O)[C@H](CCCCN)n3cc(CCCC)nn3)CC2)n1 | 3% | -7
COc1cccc(CNC[C@H]2O[C@@H](n3cnc(C(N)=O)n3)[C@H](O)[C@@H]2O)c1OCc1ccc(F)cc1Cl | -5% | -12
CCN(CC)CCNC(Cc1ccccc1)c1cccc(OC)c1 (stereo not given) | 8% | 74
CCN1C(c2ccccc2)=C(c2ccccc2)S/C1=C\C=C1/SC(=S)N(C)C1=O | -5% | 7
C=C(C)CSC1=C(C#N)C(c2ccccc2)CC(=O)N1 (stereo not given) | 4% | -15
O=C(COC(=O)/C=C/c1ccco1)NCCN1C(=O)CSC1=O | 5% | -9
Cc1ccc(NC(=O)c2ccco2)nc1 | -2% | -11
